LMPTP inh: LMPTP phosphatase inhibitors, primary screen, biochemical, fluorescence intensity, uHTS; Low molecular weight phosphotyrosine protein phosphatase (Homo sapiens), P24666; inhibition, % at 20 µM; recombinant LMPTP-A, OMFP fluorogenic substrate; 360,000 tested, 0.22% active; AID 651560, 2012;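 active = compounds that cut the enzyme signal by at least half of the control window in the single-dose screen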;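 also: plate controls were DMSO wells with enzyme plus substrate for no effect and substrate without enzyme for full effect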
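Assay system: LMPTP-A phosphatase enzyme | Input: 0.625 nM enzyme | Also added: Fluorogenic phosphatase substrate OMFP at 400 µM final | Compound dosing: One test concentration per compound, 20 µM, with 3% DMSO overall | Schedule: 50 min enzyme reaction at room temperature, protected from light | Signal: Fluorescence intensity | Benchmarks: no-enzyme and uninhibited controls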
DNMT1 block: human DNMT1 methyltransferase inhibitors, primary screen, biochemical, molecular beacon, fluorescence, HinP1I cleavage, uHTS; DNA (cytosine-5)-methyltransferase 1 (Homo sapiens), P26358; inhibition (reported as % activation of signal), % at 10 µM; 360,000 tested, 0.83% active; in the data active = inhibition above about 50%
MsrA inhibitor: bovine MsrA enzyme inhibitors, primary screen, biochemical, absorbance, HTS; Methionine sulfoxide reductase A (Bos taurus); purified bovine MsrA, absorbance read-out; inhibition, % at 15.5 µM; 360,000 tested, 0.75% active; AID 651718, 2012; in the data active = inhibition above about 4.5%;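 also: 0% = vehicle wells with enzyme and 100% = reference inhibitor wells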
Scp1 inh: Scp-1 phosphatase inhibitors, primary screen, biochemical, colorimetric, uHTS. Recombinant Scp1, phosphopeptide, malachite green phosphate absorbance. 340,000 tested, 0.88% active. inhibition, % at 20 µM;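 active = inhibition above about 50% at 20 µM, limit read from the data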;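 also: plate controls were DMSO wells with enzyme for no effect and wells lacking enzyme for full effect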
Target sequence (Q9GZU7 76-261 limits assumed): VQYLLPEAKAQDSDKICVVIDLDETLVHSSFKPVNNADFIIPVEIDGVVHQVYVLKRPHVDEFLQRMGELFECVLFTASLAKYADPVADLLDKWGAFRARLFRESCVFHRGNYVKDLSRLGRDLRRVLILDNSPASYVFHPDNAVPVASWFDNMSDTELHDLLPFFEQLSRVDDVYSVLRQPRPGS
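System: SCP-1 catalytic domain; Reagent: Phospho 17-mer peptide substrate; Doses: one concentration, 20 µM, with 1.0% DMSO; Incubation: 45 min room-temperature reaction, 5 min colour, 30 min stabiliser; Signal: Phosphate-binding colour reagent, absorbance read at 630 nm.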
Tb MetRS inh: T. brucei MetRS inhibitors, primary screen, biochemical, luminescence | purified T. brucei MetRS, ATP depletion, Kinase-Glo luminescence | inhibition, % at 11.9 µM | 360,000 tested, 0.4% active | methionyl-tRNA synthetase (Trypanosoma brucei brucei);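 active = inhibition above a per-plate cutoff of the control wells' mean inhibition plus 3 SD, cut at about 5.5% in these data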;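 also: 0% = DMSO wells median and 100% = median of wells with control inhibitor compound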
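Material – parasite MetRS enzyme · Medium – HEPES-MgCl2-KCl buffer plus DTT, spermine, BSA, pyrophosphatase · Reagent – ATP, methionine and E. coli bulk tRNA substrates · Times – 15 min enzyme-compound preincubation, 2 h reaction, 10 min detection, 25 °C · Measured by – luminescence of leftover ATP · Evaluation – percent inhibition relative to median high and low control wells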
Rpn11 block: Rpn11 (PSMD14) deubiquitinase inhibitors, primary screen, biochemical, fluorescence polarization, uHTS; human 26S proteasome, Ub4-pepOG fluorescence polarization; 20S core pre-blocked with epoxomicin; 360,000 tested, 0.59% active; 26S proteasome non-ATPase regulatory subunit 14 (Homo sapiens), O00487; AID 588493, 2011; calls only at 20 µM;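 active = inhibition at 20 µM, scaled to each plate's controls, above about 33%, limit read from the data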
Target sequence (O00487 whole entry, looked up): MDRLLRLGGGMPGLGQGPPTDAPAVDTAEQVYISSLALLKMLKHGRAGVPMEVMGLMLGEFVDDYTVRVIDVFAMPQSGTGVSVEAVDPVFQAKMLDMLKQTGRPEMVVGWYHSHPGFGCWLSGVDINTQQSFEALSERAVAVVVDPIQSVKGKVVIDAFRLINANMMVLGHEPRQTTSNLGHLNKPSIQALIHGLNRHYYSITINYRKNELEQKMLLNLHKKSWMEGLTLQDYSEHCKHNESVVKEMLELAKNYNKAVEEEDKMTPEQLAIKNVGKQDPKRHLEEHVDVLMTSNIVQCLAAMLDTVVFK
STEP inh: STEP phosphatase inhibitors, primary screen, biochemical, fluorescence intensity, uHTS | recombinant STEP, OMFP fluorogenic substrate | inhibition, % at 20 µM | 360,000 tested, 0.25% active;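 active = inhibition at 20 µM, scaled per plate between control wells, above about 37%, limit read from the data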;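 also: 0% = DMSO with enzyme and substrate and 100% = substrate only without enzyme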
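System: STEP (striatal-enriched tyrosine phosphatase) enzyme, cell-free; medium: Bis-Tris pH 6.0 buffer with DTT, detergent; dosing: 20 µM, 1% DMSO; times: reaction 20 min, ambient temperature; detection: fluorescence, 480/540 nm; read-out basis: normalized % inhibition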
SUMO1 PPI mod: modulators of SUMO1 protein-protein interactions, primary screen, biochemical, uHTS. SUMO1 binding to a labelled peptide, TR-FRET, 1 h. inhibition, % at 20 µM. 360,000 tested, 0.33% active. AID 602429, 2012; in the data active = inhibition above about 37%
Target sequence (P63165 whole entry, looked up): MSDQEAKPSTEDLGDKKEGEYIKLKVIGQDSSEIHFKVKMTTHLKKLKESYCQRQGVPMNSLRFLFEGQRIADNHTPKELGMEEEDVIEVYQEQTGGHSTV
CSN inh: inhibitors of CSN-mediated cullin deneddylation, primary screen, biochemical, fluorescence polarization, uHTS; COP9 signalosome complex subunit 5 (Homo sapiens), Q92905; Purified CSN, SCF-Nedd8-OG deneddylation; inhibition, % at 12.5 µM; 360,000 tested, 0.38% active;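 active = pattern-corrected inhibition above about 35%, with an unprinted fluorescence ratio check between 0.5 and 1.5, limit read from the data, passing the limit was not always enough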;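 also: 0% = enzyme with substrate and 100% = substrate without enzyme; some results filed as inactive read as strong as hits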
Target sequence (Q92905 whole entry, looked up, one chain of several): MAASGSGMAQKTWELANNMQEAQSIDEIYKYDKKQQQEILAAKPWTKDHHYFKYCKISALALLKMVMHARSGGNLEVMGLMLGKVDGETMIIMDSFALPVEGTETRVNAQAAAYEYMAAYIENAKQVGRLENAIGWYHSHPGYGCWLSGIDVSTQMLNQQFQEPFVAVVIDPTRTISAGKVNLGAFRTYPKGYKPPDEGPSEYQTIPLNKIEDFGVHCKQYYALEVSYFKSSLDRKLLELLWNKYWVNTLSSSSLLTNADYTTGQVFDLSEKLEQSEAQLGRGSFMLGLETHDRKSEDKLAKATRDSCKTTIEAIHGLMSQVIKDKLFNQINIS
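Assay system: Purified human Csn5 enzyme expressed in HEK293T cells | Amount: Enzyme 0.24 nM | Measured by: Fluorescence polarization readout | Medium: Tris/NaCl/DTT buffer, pH 7.5 | Compound dosing: One concentration, 12.5 µM, 0.25% DMSO | Times: 90 min incubation of compound, enzyme and substrate at room temperature | Control set: no-enzyme wells high, enzyme-with-substrate wells low | Read-out: % inhibition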
NadD inh: inhibitors of S. aureus NadD, primary screen, biochemical, colorimetric, uHTS; inhibition, % at 20 µM; Nicotinate-nucleotide adenylyltransferase NadD (Staphylococcus aureus N315); 360,000 tested, 0.78% active; purified NadD enzyme, colorimetric absorbance read-out; in the data active = inhibition above about 26%; also: some compounds past the cut are filed as inactive
Active calls of the source: *; i = inactive; x = not tested or not shown.

SMILES	LMPTP inh	DNMT1 block	MsrA inhibitor	Scp1 inh	Tb MetRS inh	Rpn11 block	STEP inh	SUMO1 PPI mod	CSN inh	NadD inh
Cc1ccc(S(=O)(=O)NCN2C(=O)c3ccccc3C2=O)cc1	-2.9	-1	-0.6	x	0.1	i	0	-2	-1	0
CN(C)c1ccnc(Nc2ccc(O)cc2)c1C#N	2.0	-5	2.1	-3	0.3	i	1	2	-1	4
CCN(CC)C(=O)C1CCCN(C(=O)c2ccc3nc(-c4cccc(OC)c4)oc3c2)C1 (configuration not stated)	-1.5	-4	0.3	x	-0.2	i	-2	-2	6	1
Cc1cc(NC(=O)Nc2cccc(Cl)c2)n(-c2ccccc2)n1	0.7	-2	0.2	-6	-0.2	i	0	9	-6	0
Cc1cc[n+]2c3c(cccc13)CCC2	0.9	-7	-0.2	-4	-0.1	i	-4	-8	2	-5
C[C@@H]1CN([C@@H](C)CO)C(=O)c2cc(C#CC3CCCCC3)cnc2O[C@@H]1CN(C)S(=O)(=O)c1ccc(F)cc1	1.0	2	-0.4	x	-0.2	i	2	4	0	75*
COCCOc1ccc(C(F)(F)F)cc1NC(=O)COC(=O)c1cc([N+](=O)[O-])ccc1N1CCOCC1	2.8	-2	-0.5	-18	0.2	i	-3	-22	5	-11
C/C(=N/NC(=O)CNC(=O)Cc1ccccc1)c1ccco1	-0.3	6	2.4	1	-0.6	i	-2	-1	1	-4
O=C(CNC(=O)c1ccc2c(c1)OCO2)Nc1cccc(Br)c1	0.1	3	1.9	-6	0.3	i	-1	2	4	-1
CCN(CC)CCN(C)C(c1ccnc2ccccc12)c1nnnn1-c1ccc2c(c1)OCCO2 (configuration not stated)	-1.5	x	-0.1	x	-1.4	x	x	-5	-3	-7
Cc1ccc(S(=O)(=O)N2CCN(C(=O)C3CCN(C(=O)c4ccc(F)cc4)CC3)CC2)c(C)c1	-0.5	0	-0.8	1	-0.8	i	-2	-4	-6	-2
CCn1c(O)c(N=NC(=O)c2cccs2)c2ccccc21	2.1	0	2.5	-15	-0.3	i	6	-19	-1	-3
O=C(c1ccco1)N1CCN(c2nc3ccccc3n3nnnc23)CC1	3.2	6	1.1	-10	-0.6	i	0	8	-4	-2
Nc1nc2n(n1)C(c1cccs1)CC(c1ccc(F)cc1)N2 (configuration not stated)	-0.6	-4	0.8	-7	-0.1	i	16	-11	2	6
O=C(NNC(=O)c1ccccc1OCc1ccc(F)cc1)c1ccccc1O	3.5	0	1.6	-14	-0.1	i	0	2	4	-6
O=C(NCc1ccc(Cl)cc1)C(=O)c1cn(CC(=O)N2CCOCC2)c2ccccc12	0.6	-2	1.6	-6	-1.0	i	1	-10	0	1
N/C(=N\O)c1ccc(NC(=O)c2cccs2)cc1	-0.4	1	0.5	-2	0.0	i	1	-2	7	-6
COc1ccc(Nc2ncnc3c2cnn3Cc2ccccc2)cc1	0.5	-6	0.6	1	-0.5	i	0	-1	-2	2
CC(=O)c1ccc(OC(=O)c2ccc(-n3nc(C)cc3C)cc2)cc1	-1.1	2	0.2	-4	0.1	i	7	12	-2	3
COc1ccc(NC(=O)C2(N(C(=O)Cn3nnnc3N)c3ccc(OC)cc3)CCCCC2)cc1	0.6	0	1.5	-3	0.0	i	1	-1	3	4

Some of the entries so far, with bars between the fields:
Structure | LMPTP inh | DNMT1 block | MsrA inhibitor | Scp1 inh | Tb MetRS inh | Rpn11 block | STEP inh | SUMO1 PPI mod | CSN inh | NadD inh
CCn1c(O)c(N=NC(=O)c2cccs2)c2ccccc21 | 2.1 | 0 | 2.5 | -15 | -0.3 | i | 6 | -19 | -1 | -3
O=C(c1ccco1)N1CCN(c2nc3ccccc3n3nnnc23)CC1 | 3.2 | 6 | 1.1 | -10 | -0.6 | i | 0 | 8 | -4 | -2

Remaining list, next part
SMILES	LMPTP inh	DNMT1 block	MsrA inhibitor	Scp1 inh	Tb MetRS inh	Rpn11 block	STEP inh	SUMO1 PPI mod	CSN inh	NadD inh
COc1ccc(/C=C2\SC(=O)N(CCCC(=O)Nc3ccc(C(=O)O)cc3)C2=O)cc1	-1.1	4	-0.6	x	-0.2	i	1	-24	0	1
Cc1cc(C)cc(-n2ccn(CC(=O)NCCc3ccccc3)c(=O)c2=O)c1	-1.4	3	0.7	3	-0.5	i	-2	-8	-2	-4
CC(C)C[C@@H](CN)NC(=O)c1nc[nH]c1C(=O)N[C@@H](CC(C)C)C(=O)CNC[C@H](C)NC(=O)c1nc[nH]c1C(=O)N[C@@H](C)C(=O)O	-1.8	4	-0.3	-8	-0.2	i	0	6	-2	12
CCN(CC(=O)Nc1cc(Cl)ccc1C)C(=O)Cn1c(=O)cnc2ccccc21	-1.9	1	-1.8	-8	-0.4	i	-1	7	2	0
O=C(COc1ccccc1[N+](=O)[O-])N/N=C/c1ccc(O)c([N+](=O)[O-])c1	-6.6	1	4.5	-3	-0.8	i	2	-17	1	0
CCCCNC(=O)C1CCCN(S(=O)(=O)CC)C1 (configuration not stated)	-0.3	-5	0.2	-8	0.1	i	-2	2	0	-7
Cn1nccc1-c1cc(Cl)cc(Cl)c1O	2.8	1	0.2	-7	0.3	i	0	2	1	1
Cc1ccnc(SCc2cc(=O)c(OC(=O)c3ccc(Cl)c([N+](=O)[O-])c3)co2)n1	-2.4	7	1.6	-21	0.0	i	0	-13	3	-4
O=C(O)c1sc2ncccc2c1OCc1ccccc1	-0.1	3	0.3	-8	-1.2	i	2	-2	-2	-5
C[n+]1c2n(c3ccccc31)N=C(c1ccc(Cl)cc1)CS2	-0.1	-5	-0.3	-3	0.4	i	-4	-16	3	12
COC(=O)COc1ccc(S(=O)(=O)NCc2ccco2)cc1	-0.7	4	1.4	-1	-0.6	i	2	-1	0	1
CCN(CC(=O)NC(C)C)C(=O)c1cc(S(=O)(=O)N2CCCCC2)ccc1N1CCCCC1	-1.6	4	0.3	-7	0.1	i	1	-3	-3	4
BrC(=C\c1ccccc1)/C=N/n1cnnc1	-1.1	-2	2.0	-7	-0.1	i	0	-5	0	-5
CNc1nc(NCc2ccccc2)c2sccc2n1	30	-1	0.2	x	0.0	i	-2	2	1	-2
Cc1cc(SCC(=O)c2ccc3c(c2)OCO3)nc2ccccc12	4.1	-6	-0.9	-4	-0.2	i	-2	-19	0	3
O=C(CN1C(=O)NC(c2ccccc2)(c2ccccc2)C1=O)NCc1ccco1	-2.6	-8	-0.1	5	-0.4	i	-2	4	1	-1
C=CCN(CC=C)Cc1c(O)ccc2c(=O)c(-c3ccccc3)coc12	-2.4	1	1.6	-11	-0.6	i	-3	2	2	-4
CCC(C)c1ccccc1OCC(=O)NN1C(=O)c2ccccc2C1=O (configuration not stated)	0.2	-1	0.0	-9	-0.2	i	-1	-4	1	-5
CN(CC(=O)Nc1ccccc1Br)C(=O)c1cc(S(=O)(=O)N(C)C)ccc1N1CCCC1	-1.1	-1	1.0	-4	-0.3	i	2	2	2	-5
O=C(O)c1ccc(NC(CSCc2ccccc2F)C(=O)O)c([N+](=O)[O-])c1 (configuration not stated)	0.1	0	0.7	-17	-0.1	i	0	-21	-1	-3
O=C(COc1ccccc1F)NCC(c1ccc(F)cc1)N1CCOCC1 (configuration not stated)	-1.2	2	-0.4	-7	-0.5	i	0	-4	-4	0
Cc1nc(NC(=O)c2ccccc2)sc1C1(C)CC(c2ccccc2F)=NO1 (configuration not stated)	0.3	-15	0.7	-4	-0.5	i	0	-2	5	-7
CCOC(=O)N1CCN(C(=O)CN(C2CCCCC2)S(=O)(=O)c2ccc(C)cc2)CC1	-0.9	-1	-0.5	6	-0.8	i	4	-4	3	-1

4 compounds from above, ordered by length of the SMILES, smallest number first.
SMILES	LMPTP inh	DNMT1 block	MsrA inhibitor	Scp1 inh	Tb MetRS inh	Rpn11 block	STEP inh	SUMO1 PPI mod	CSN inh	NadD inh
Cc1cc(SCC(=O)c2ccc3c(c2)OCO3)nc2ccccc12	4.1	-6	-0.9	-4	-0.2	i	-2	-19	0	3
C=CCN(CC=C)Cc1c(O)ccc2c(=O)c(-c3ccccc3)coc12	-2.4	1	1.6	-11	-0.6	i	-3	2	2	-4
O=C(CN1C(=O)NC(c2ccccc2)(c2ccccc2)C1=O)NCc1ccco1	-2.6	-8	-0.1	5	-0.4	i	-2	4	1	-1
O=C(O)c1ccc(NC(CSCc2ccccc2F)C(=O)O)c([N+](=O)[O-])c1 (configuration not stated)	0.1	0	0.7	-17	-0.1	i	0	-21	-1	-3

From PubChem BioAssay
